L3MBTL1 inh: qHTS Assay for the Inhibitors of L3MBTL1. AID 485360, 2010. Potency, µM (top dose mostly 57.1 µM), for inactives: at the highest dose activity, negative = inhibition, hits mostly inhibitors. AlphaScreen L3MBTL1–H3K9me1 peptide binding. Lethal(3)malignant brain tumor-like protein 1 (Homo sapiens), Q9Y468. 230,000 tested, 0.66% active; note: nearly all actives have a fitted effect of over 60% in size
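L3MBTL1 (50 nM) pre-complexed 30 min with biotinylated H3(1-15)K9me1 peptide (75 nM), then compounds added for 30 min at room temperature; AlphaScreen streptavidin donor/nickel chelate acceptor beads (10 ug/mL final) read after 30 min dark incubation.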
GAA inh: qHTS Assay for Inhibitors of Human alpha-Glucosidase as a Potential Chaperone Treatment of Pompe Disease | purified human GAA, 4-MU-alpha-glucoside fluorescence | Potency, µM (top dose mostly 76.9 µM), inactives show top-dose activity change, negative = inhibition, most hits filed as inhibitors | 200,000 tested, 0.005% active;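 note: plate controls were uninhibited enzyme wells for no effect and no-enzyme background for full effect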
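Fluorogenic assay: 4 nM human alpha-glucosidase with 400 uM 4-methylumbelliferyl-alpha-D-pyranoside in 50 mM citrate/phosphate, 0.005% Tween-20, pH 5.0, 20 min at room temperature. Compounds tested up to 77 uM; AC50 from Hill fits.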
RECQ1 inh: qHTS Assay for Inhibitors of RecQ-Like Dna Helicase 1 (RECQ1). ATP-dependent DNA helicase Q1 (Homo sapiens), P46063. RECQ1 DNA unwinding, red fluorescence kinetic read. AID 2549, 2010. Potency, µM (series often up to 57.3 µM), for the others: top-dose activity, negative = inhibition, most hits filed as inhibitors. 240,000 tested, 0.54% active;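 note: plate controls were vehicle for no effect and no enzyme for full effect; nearly all actives have a fitted effect of over 30% in size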
Target sequence (P46063 whole entry, looked up): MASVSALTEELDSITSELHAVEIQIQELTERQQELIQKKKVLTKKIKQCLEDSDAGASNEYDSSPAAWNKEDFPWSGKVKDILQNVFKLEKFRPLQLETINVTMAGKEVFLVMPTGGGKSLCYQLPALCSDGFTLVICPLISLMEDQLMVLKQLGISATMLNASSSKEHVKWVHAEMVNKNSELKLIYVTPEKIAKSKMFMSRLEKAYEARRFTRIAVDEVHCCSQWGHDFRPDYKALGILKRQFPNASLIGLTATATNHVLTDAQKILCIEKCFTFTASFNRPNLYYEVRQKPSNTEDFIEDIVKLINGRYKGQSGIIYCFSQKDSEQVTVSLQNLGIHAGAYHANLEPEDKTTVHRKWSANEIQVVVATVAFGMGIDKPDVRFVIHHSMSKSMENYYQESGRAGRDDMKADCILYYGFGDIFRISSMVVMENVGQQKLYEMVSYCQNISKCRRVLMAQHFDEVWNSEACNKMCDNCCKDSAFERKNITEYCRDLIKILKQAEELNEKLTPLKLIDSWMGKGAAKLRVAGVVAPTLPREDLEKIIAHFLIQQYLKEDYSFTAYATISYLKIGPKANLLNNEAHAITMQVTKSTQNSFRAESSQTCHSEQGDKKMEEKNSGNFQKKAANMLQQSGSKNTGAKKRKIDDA
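50 nM RECQ1T1 preincubated 15 min with compound in Tris pH 8.0 buffer with MgCl2, DTT, Tween-20 and 2.5 ug/ml poly(dI-dC); started with 200 nM TAMRA/BHQ-2 forked duplex and 2 mM ATP. Unwinding read as fluorescence (525/598 nm), two reads 2 h apart.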
GAA glycogen mod: qHTS Assay for Inhibitors and Activators of Human alpha-Glucosidase Cleavage of Glycogen; Lysosomal alpha-glucosidase (Homo sapiens), P10253; recombinant GAA, glycogen substrate, Amplex Red glucose oxidase fluorescence; Potency, µM (series often up to 76.4 µM), for the others: top-dose activity change, negative = inhibition, actives largely listed as inhibitors; 300,000 tested, 0.38% active; AID 2100, 2009;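 note: 0% = full enzyme reaction and -100% = no-enzyme basal signal; the screen sought inhibitors and activators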
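qHTS, 1536-well; enzyme 4 nM final; cpd up to 77 uM; substrate bovine liver glycogen 30 ug; 50 mM citrate/phosphate pH 5.0, 0.01% Tween-20; 37 C, 40 min; Amplex Red detection 45 min RT; Hill fit → AC50.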
TexasRed fluor: Total Fluorescence Counterscreen for Inhibitors of the Interaction of Thyroid Hormone Receptor and Steroid Receptor Coregulator 2; TRb/SRC2 Texas Red total fluorescence interference; 280,000 tested, 0.29% active; Potency, µM (top dose mostly 106 µM), without a hit: at the top dose fluorescence change, negative = quenching; active = well fitted curve in either direction with a large enough effect; inconclusive = small, poorly fitted or top-dose-only effect
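Flags fluorescent or light-absorbing compounds by total fluorescence, S + 2P, at 555 nm excitation and 632 nm emission. Mixture: 20 nM Texas Red SRC2 peptide, 0.6 uM human TRb LBD, 1 uM T3, 5% DMSO; compound exposure 5 h at ambient temperature.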
TRb SRC2 PPI: qHTS for Inhibitors of the Interaction of Thyroid Hormone Receptor and Steroid Receptor Coregulator 2; Potency, µM (titrated, usually from 106 µM), for the others: top-dose activity change, negative = inhibition, usual class: inhibitors; 280,000 tested, 0.065% active; TRbeta-SRC2 peptide binding, fluorescence polarization; receptor liganded with 1 µM T3; AID 1469, 2008;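 note: plate controls were bound peptide for no effect and peptide without receptor for full effect; nearly all actives have a fitted effect of over 50% in size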
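TRb LBD 0.6 uM + Texas Red SRC2 peptide 20 nM, 1 uM T3, Tris buffer w/ 5% DMSO; compound pinned, 5 h RT; FP read ex 555/em 632; normalized to unbound and bound controls.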
GAA spleen mod: qHTS Assay for Inhibitors and Activators of Human alpha-Glucosidase From Spleen Homogenate; Lysosomal alpha-glucosidase (Homo sapiens), P10253; human spleen homogenate, 4-MU-alpha-glucoside fluorescence; Potency, µM (highest dose often 79.9 µM), for the others: at the highest dose activity change, negative = inhibition, usual class: inhibitors; 240,000 tested, 0.006% active;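 note: 0% = enzyme with vehicle and -100% = no enzyme basal signal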
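Enzyme source: human spleen homogenate, 1 ug/well. Buffer 50 mM citric acid/K phosphate pH 5.0, 0.01% Tween-20. 4-MU-alpha-glucoside 1 mM; 37 C x 40 min; NaOH/glycine stop; fluorescence.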
GoLoco inh red: qHTS Assay for Inhibitors of RGS12 GoLoco Motif Activity (Red Fluorophore). Guanine nucleotide-binding protein G(i) subunit alpha-1 (Homo sapiens), P63096. Gai1:RGS12 GoLoco peptide FP, rhodamine, 10 min. Potency, µM (top dose mostly 61.6 µM), without a hit: at the highest dose activity, negative = inhibition, most hits filed as inhibitors. 230,000 tested, 0.44% active. AID 880, 2007; active = well fitted inhibition curve with a large enough effect, not every such curve was filed as active; inactive = no such curve, though single readings can be large or run the other way; note: nearly all actives have a fitted effect of over 30% in size; many of its hits are not listed in these tables
Target sequence (P63096 whole entry, looked up): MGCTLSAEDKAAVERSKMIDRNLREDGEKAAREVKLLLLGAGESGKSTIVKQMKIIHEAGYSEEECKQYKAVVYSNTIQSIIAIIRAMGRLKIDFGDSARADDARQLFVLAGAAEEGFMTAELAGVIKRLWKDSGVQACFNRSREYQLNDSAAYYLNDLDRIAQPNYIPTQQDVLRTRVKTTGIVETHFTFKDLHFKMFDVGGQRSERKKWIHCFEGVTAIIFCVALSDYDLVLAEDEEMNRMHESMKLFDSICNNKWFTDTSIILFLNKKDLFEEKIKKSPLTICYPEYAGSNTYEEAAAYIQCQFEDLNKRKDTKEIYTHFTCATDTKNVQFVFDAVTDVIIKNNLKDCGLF
* marks the source's active call; other numbers are inactive results; [ ] = another dose, or the depositor's remark. Unless noted, calls come from the whole dose curve; as a rule, active = well fitted curve in the direction sought with a large enough effect; inconclusive = small, poorly fitted or top-dose-only effect, or another doubt; inactive = no such curve, though single readings can be large; an effect the other way counts as inactive or inconclusive. Unless noted, % is set by controls: 0 for no effect and ±100 for the full control effect; potency is the fitted concentration of half-maximal effect. Only part of the results is shown; rates above refer to the full screens.

For COc1cc2c(cc1OC)CN(CC(=O)Nc1ccc(S(=O)(=O)N(C)C)cc1)CC2 the results were L3MBTL1 inh -8%, GAA inh 8%, RECQ1 inh inactive, GAA glycogen mod 4%, TexasRed fluor -6%, TRb SRC2 PPI -8%, GAA spleen mod -10% and GoLoco inh red 9%.
For COc1ccc(/C(N)=C/C(=O)C(C)(C)C)cc1 the results were L3MBTL1 inh -2%, GAA inh -3%, RECQ1 inh -4%, GAA glycogen mod 5%, TexasRed fluor -5%, TRb SRC2 PPI -1%, GAA spleen mod -2% and GoLoco inh red 0%.
CCOC(=O)CN1C(=O)C(O)(c2c(C)[nH]c3ccccc23)c2ccccc21 (centres undefined) was read as GAA inh -5%, RECQ1 inh -4%, GAA glycogen mod -2%, TexasRed fluor -4%, TRb SRC2 PPI 3%, GAA spleen mod 3% and GoLoco inh red 18%.
For O=C(CNC(=S)N(CCCN1CCOCC1)Cc1cccs1)NCCCN1CCOCC1 the results were L3MBTL1 inh 4%, GAA inh -5%, RECQ1 inh -3%, GAA glycogen mod -9%, TexasRed fluor 0%, TRb SRC2 PPI 1%, GAA spleen mod -4% and GoLoco inh red 14%.
COc1ccccc1/C=N/NC(=O)c1ccc(-c2ccccc2)cc1 was read as L3MBTL1 inh -3%, GAA inh -6%, RECQ1 inh -18%, GAA glycogen mod 3%, TexasRed fluor -25%, TRb SRC2 PPI 7%, GAA spleen mod 2% and GoLoco inh red -2%.
For CC(=O)[C@H]1[C@H](CCc2ccccc2)NC(=O)N(Cc2ccccc2)[C@@H]1C the results were RECQ1 inh -6%[11.5 µM], GAA glycogen mod 4%, TexasRed fluor -6%[11.2 µM], TRb SRC2 PPI -3%[11.2 µM], GAA spleen mod 3%[17.4 µM] and GoLoco inh red -2%[14.2 µM].
CC1(C)CC(=O)c2cc(C(=O)O)c(=O)n(-c3ccccc3)c2C1 was read as GAA inh -13%, RECQ1 inh inactive, GAA glycogen mod -9%, TexasRed fluor 3%, TRb SRC2 PPI -11%, GAA spleen mod 1% and GoLoco inh red -5%.
For Cc1ccc(C(=O)N/N=C\C=C\c2ccccc2[N+](=O)[O-])cn1 the results were L3MBTL1 inh -29%, GAA inh -8%, RECQ1 inh 1%, GAA glycogen mod -22%, TexasRed fluor -4%, TRb SRC2 PPI -6%, GAA spleen mod 9% and GoLoco inh red -5%.
For CC1c2ccsc2CCN1C(=O)NC(=O)c1ccc(Cl)cc1 (centres undefined) the results were L3MBTL1 inh 0%, RECQ1 inh -7%, GAA glycogen mod 2%, TexasRed fluor -1%, TRb SRC2 PPI 9%, GAA spleen mod 8% and GoLoco inh red 11%.
Screening Cc1cc(C)c2nc(N3CCCC(C(=O)NCCCN4CCOCC4)C3)sc2c1 (centres undefined) returned GAA inh -4%, RECQ1 inh inactive, GAA glycogen mod 2%, TexasRed fluor -7%, TRb SRC2 PPI -6%, GAA spleen mod -20% and GoLoco inh red 4%.
Screening CC(NC(=O)C(=O)NN=C1CCC(C(C)(C)C)CC1)c1ccccc1 (centres undefined) returned L3MBTL1 inh -10%, GAA inh 5%, RECQ1 inh -2%, GAA glycogen mod 1%, TexasRed fluor 0%, TRb SRC2 PPI 2%, GAA spleen mod -11% and GoLoco inh red 7%.
`CCC(=O)NC(c1cccs1)c1cc(Cl)c2cccnc2c1O` (centres undefined) gave L3MBTL1 inh 5%, GAA inh inconclusive, RECQ1 inh -5%, GAA glycogen mod -5%, TexasRed fluor -4%, TRb SRC2 PPI 2%, GAA spleen mod 10% and GoLoco inh red -4%.
`CC1CN(Cc2csc(-c3ccc(Cl)cc3)n2)CC(C)O1` (centres undefined) gave L3MBTL1 inh 4%, GAA inh -6%, RECQ1 inh -1%, GAA glycogen mod 0%, TexasRed fluor -1%, TRb SRC2 PPI -3% and GoLoco inh red -6%.
`O=C(Cc1ccccc1)Nc1cccc(-c2nc3ncccc3o2)c1` gave L3MBTL1 inh 0%[11.4 µM], GAA inh -16%, RECQ1 inh -1%, GAA glycogen mod 1%, TexasRed fluor 1%, TRb SRC2 PPI 3%, GAA spleen mod -2% and GoLoco inh red 8%.
Screening Cc1ccc(NC(=O)CCC(=O)O)cc1F returned GAA inh -1%, RECQ1 inh inactive, GAA glycogen mod -20%, TexasRed fluor 3%, TRb SRC2 PPI -10%, GAA spleen mod 4% and GoLoco inh red 2%.
For CN(C)CC/C=C1\c2cc(F)ccc2CSc2ccccc21 the results were L3MBTL1 inh -14%, GAA inh -15%, RECQ1 inh -1%, GAA glycogen mod 6%, TexasRed fluor -2%[53 µM], TRb SRC2 PPI 4%[53 µM], GAA spleen mod 1% and GoLoco inh red -5%.
`Cc1cccc(NC2=C(NCCO)C(=O)c3ccccc3C2=O)c1` gave L3MBTL1 inh inconclusive, GAA inh 0%, RECQ1 inh inactive, GAA glycogen mod inconclusive, TexasRed fluor 1%, TRb SRC2 PPI -2%, GAA spleen mod 3% and GoLoco inh red 7%.
For COc1ccc(OC)c(N(CC(=O)N2CCCC2)S(=O)(=O)c2ccc(OC)c(OC)c2)c1 the results were GAA inh -14%, RECQ1 inh 0%, GAA glycogen mod -9%, TexasRed fluor 1%, TRb SRC2 PPI 2%, GAA spleen mod -4% and GoLoco inh red -20%.
For COc1ccc(OC)c(C2NC(=O)c3sc(=S)n(-c4ccccc4)c3N2)c1 (centres undefined) the results were L3MBTL1 inh inconclusive, GAA inh -5%, RECQ1 inh -1%, GAA glycogen mod inconclusive, TexasRed fluor -2%, TRb SRC2 PPI 2%, GAA spleen mod 0% and GoLoco inh red 3%.
Screening O=C(CSc1ccc(-c2ccccc2)nn1)N1CCCc2ccccc21 returned L3MBTL1 inh 7%, GAA inh 5%, RECQ1 inh -7%, GAA glycogen mod 10%, TexasRed fluor -6%, TRb SRC2 PPI 2%, GAA spleen mod 0% and GoLoco inh red -19%.
For N#Cc1cccc(C(c2nnnn2Cc2ccccc2)N2CCCC2)c1 (centres undefined) the results were L3MBTL1 inh 5%, GAA inh 1%, RECQ1 inh -1%, GAA glycogen mod 1%, TexasRed fluor 2%, TRb SRC2 PPI -2%, GAA spleen mod 3% and GoLoco inh red -6%.
`COc1ccc(Cc2nnc(NC(=O)c3ccc(OC)c(OC)c3)s2)cc1OC` gave GAA inh 2%, RECQ1 inh -4%, GAA glycogen mod 7%, TexasRed fluor -2%, TRb SRC2 PPI -4%, GAA spleen mod 0% and GoLoco inh red 6%.
Screening COc1cccc(NC(=S)N(CCN(C)C)Cc2cccs2)c1 returned L3MBTL1 inh -1%, GAA inh -7%, RECQ1 inh inactive, GAA glycogen mod -7%, TexasRed fluor 0%, TRb SRC2 PPI -2%, GAA spleen mod 6% and GoLoco inh red 3%.
CCCCN1C(=O)CCC(C(=O)O)C1c1ccc(OC)cc1 (centres undefined) was read as L3MBTL1 inh 7%, GAA inh 7%, RECQ1 inh 4%, GAA glycogen mod -4%, TexasRed fluor -2%[53 µM], TRb SRC2 PPI 3%[53 µM], GAA spleen mod -6% and GoLoco inh red 18%.
Screening Cc1nn(C)c(C)c1/C=N/NC(=O)CCn1cc([N+](=O)[O-])cn1 returned L3MBTL1 inh -3%, GAA inh -21%, RECQ1 inh 3%, GAA glycogen mod -2%, TexasRed fluor 1%, TRb SRC2 PPI 0%, GAA spleen mod -1% and GoLoco inh red 9%.
O=C(CCCCCn1c(=S)[nH]c2ccc(Br)cc2c1=O)NCC1CCCO1 (centres undefined) was read as GAA inh 3%, RECQ1 inh inactive, GAA glycogen mod 3%, TexasRed fluor -4%, TRb SRC2 PPI 1%, GAA spleen mod -6% and GoLoco inh red 1%.
CCC(C)C(NC(=O)/C(=C\c1ccccc1)NC(=O)c1ccc(OC)cc1)C(=O)O (centres undefined) was read as L3MBTL1 inh 9%, GAA inh -15%, RECQ1 inh inactive, GAA glycogen mod -8%, TexasRed fluor 2%, TRb SRC2 PPI -2%, GAA spleen mod -5% and GoLoco inh red -16%.
For O=C1[C@@H]2[C@@H]3C[C@@H]([C@H]4ON=C(c5ccc(Cl)cc5)[C@@H]34)[C@@H]2C(=O)N1c1ccc2c(c1)OCO2 the results were L3MBTL1 inh -2%, GAA inh -5%, RECQ1 inh -14%, GAA glycogen mod 9%, TexasRed fluor 6%, TRb SRC2 PPI 2%, GAA spleen mod -8% and GoLoco inh red 1%.
Screening CCOC(=O)C1CCCN(c2c(N3CCOCC3)c(=O)c2=O)C1 (centres undefined) returned GAA inh -5%, RECQ1 inh -11%, GAA glycogen mod -15%, TexasRed fluor -1%, TRb SRC2 PPI -11%, GAA spleen mod -3% and GoLoco inh red -2%.
